mcGAS inh: inhibitors of mouse cGAS | Q8C6L5 | recombinant cGAS, Kinase-Glo ATP depletion luminescence | inhibition, % at 12.5 µM | 0.15% of 160,000 active | AID 1259399;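 further: 0% = negative control wells and 100% = reference inhibitor with no enzyme activity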
NPYLR7 ag: activates Aedes aegypti NPYLR7 receptor | AID 1259423 | activation, % at 10 µM | HEK293T NPYLR7/Galpha15, GCaMP6s calcium fluorescence | 0.15% of 270,000 active; in the data active means activation above about 40%;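 further: 0% = vehicle and 100% = reference agonist at the receptor; some compounds past the cut are filed as inactive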
hcGAS inh: human cGAS inhibition | recombinant h-cGAS, ATP depletion, Kinase-Glo luminescence | Q8N884 | inhibition, % at 12.5 µM | 0.081% of 290,000 active;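 further: 0% = vehicle reaction and 100% = reaction without DNA for no activity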
Target sequence (Q8N884 whole entry, looked up): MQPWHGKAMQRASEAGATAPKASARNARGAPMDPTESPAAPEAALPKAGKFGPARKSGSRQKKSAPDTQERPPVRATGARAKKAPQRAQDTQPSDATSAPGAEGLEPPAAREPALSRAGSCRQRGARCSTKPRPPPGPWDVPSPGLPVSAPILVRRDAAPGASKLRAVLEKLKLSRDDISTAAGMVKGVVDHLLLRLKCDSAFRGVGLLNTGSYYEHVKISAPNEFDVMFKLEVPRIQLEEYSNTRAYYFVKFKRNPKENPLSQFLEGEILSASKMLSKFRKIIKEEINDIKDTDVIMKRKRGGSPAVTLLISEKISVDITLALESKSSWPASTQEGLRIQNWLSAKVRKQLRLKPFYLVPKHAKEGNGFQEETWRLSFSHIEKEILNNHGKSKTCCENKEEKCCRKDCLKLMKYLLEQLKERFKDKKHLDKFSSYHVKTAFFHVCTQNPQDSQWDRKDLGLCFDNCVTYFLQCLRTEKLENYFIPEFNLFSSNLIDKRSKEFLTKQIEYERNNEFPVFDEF
Active calls of the source: *; / = not tested or not shown; & = joins results of further samples. Unless noted, no stated cut-off is given here; in the data, active means inhibition above about 40%; inactive means the rest.

SMILES	mcGAS inh	NPYLR7 ag	hcGAS inh
Cc1noc(C)c1C1CCCN1Cc1ccc(Sc2nncn2C)o1 (centres undefined)	-14	2	-1
CCOC(=O)c1nnn(-c2ccccc2OCC)c1C(=O)OCC	-5	17	-12
CCCc1nc2oc3cc(OC)ccc3c(=O)c2c(=O)n1-c1ccc(C)cc1	/	6	-6
CCCCC(CCC(=O)O)(C(=O)CBr)C(=O)OCC (centres undefined)	/	-3	0
Cc1nccc(NC(=O)COc2cccc(C(C)C)c2)c1C	/	4	-7
Cc1noc(C(C)NC(=O)c2cc3c([nH]c2=O)CC(C)(C)CC3=O)n1 (centres undefined)	/	4	-12
CC1c2cccn2CCN1C(=O)CC1(c2ccccc2)CC(=O)N(Cc2ccc3c(c2)OCO3)C1=O (centres undefined)	/	-4	-8
CCCn1c(=O)c(C(=O)Nc2cccc(F)c2)nn(-c2cccc(C)c2)c1=O	-8	6	-3
COc1ccc(-c2nn(-c3ccccc3C)c(OC(C)=O)c2-c2ccc(NC(=O)Cc3ccccc3)cc2)cc1	-2	-3	-2
CCC(C)n1c(C)cn2c3c(=O)n(Cc4ccc(Br)cc4)c(=O)n(C)c3nc12 (centres undefined)	-7	5	-1
c1cc(-c2nccn2CCCc2nn[nH]n2)cc(-n2cccn2)c1	/	0	-6
CN1C(=O)C2(CCN(C(=O)CCCn3cncn3)CC2)c2ccccc21	3	-5	2
O=C(NCCOc1ccccc1)N1CCN(S(=O)(=O)c2ccccc2)CC1	/	-2	-7
CC(C)=CCC/C(C)=C/CNC(=O)CCC(=O)O	1	-2	2
CCOC(=O)CCC(=O)Nc1ccc(-c2onc3c2CCc2ccccc2-3)cc1	-7	1	-7
CC1SC(c2ccc(C(F)(F)F)cc2)N(CCC(=O)NCCN(C)C)C1=O (centres undefined)	-7	14	-9
CN(Cc1ccc(C(=O)NCC(F)(F)F)cc1)C(=O)n1ccnc1	/	-26	-2
CCOC(=O)c1ccc(Nc2nc(-c3cc4cc(OC)ccc4oc3=O)cs2)cc1	2	-1	2
O=C(/C=C/c1ccccc1)Nc1nccs1	-8	4	-9
Cc1ccc(CNC(=O)N(C)Cc2cccs2)cc1F	-7	-2	-7

Just NPYLR7 ag and mcGAS inh, for some of the entries so far:
SMILES | NPYLR7 ag | mcGAS inh
CN1C(=O)C2(CCN(C(=O)CCCn3cncn3)CC2)c2ccccc21 | -5 | 3
O=C(NCCOc1ccccc1)N1CCN(S(=O)(=O)c2ccccc2)CC1 | -2 | /
CC(C)=CCC/C(C)=C/CNC(=O)CCC(=O)O | -2 | 1
CCOC(=O)CCC(=O)Nc1ccc(-c2onc3c2CCc2ccccc2-3)cc1 | 1 | -7

Back to the main list with the six entries that preceded the break.
SMILES	mcGAS inh	NPYLR7 ag	hcGAS inh
CCOC(=O)CCC(=O)Nc1ccc(-c2onc3c2CCc2ccccc2-3)cc1	-7	1	-7
CC1SC(c2ccc(C(F)(F)F)cc2)N(CCC(=O)NCCN(C)C)C1=O (centres undefined)	-7	14	-9
CN(Cc1ccc(C(=O)NCC(F)(F)F)cc1)C(=O)n1ccnc1	/	-26	-2
CCOC(=O)c1ccc(Nc2nc(-c3cc4cc(OC)ccc4oc3=O)cs2)cc1	2	-1	2
O=C(/C=C/c1ccccc1)Nc1nccs1	-8	4	-9
Cc1ccc(CNC(=O)N(C)Cc2cccs2)cc1F	-7	-2	-7
Cc1cccc(NC(=O)c2ccc(CN(C)C(C)c3ccon3)cc2)c1C#N (centres undefined)	/	-1	-9
CC(=O)c1cccc(NC(=O)c2ccc(CN3C[C@@H](C)NC[C@@H]3C)cc2)c1	/	6	-5
CCC(O)c1cc2n(n1)CCN(S(=O)(=O)N1CCCCCC1)C2 (centres undefined)	-6	/	-10
Cc1nnc(NC(=O)CCN2C(=O)/C(=C/c3ccc(Cl)cc3)SC2=S)s1	-5	-3	-3
Cc1ccc(-n2c(N)c(C(=O)N3CCOCC3)sc2=S)cc1	-15	8	-8
COc1ccc(OC)c2sc(N(CCN3CCOCC3)C(=O)c3ccno3)nc12	/	1	-6
Cc1cc(C)c(CNCc2cn[nH]c2-c2cccs2)c(C)c1CO	-6	4	-3
COCCn1nc(C(=O)n2nc(N)c3ccccc32)ccc1=O	0	4&-2	-16&0
CCCC(C)NC(=O)CSc1nnc(Nc2ccc(C(C)C)cc2)s1 (centres undefined)	-5	-1	-4
Cc1onc(-c2ccccc2)c1C(=O)NCCc1cccc(Cl)c1	/	-4	1
C=CCn1c(NC2CCCCC2)nc2c1c(=O)n(C)c(=O)n2C	-5	1	-3
CCOC(=O)c1cc(-c2ccc(N3CCN(C(=O)c4ccc(NC(C)=O)cc4)CC3)cc2)n(-c2ccccn2)n1	3	/	3
Cc1ccc(F)cc1S(=O)(=O)N1CCC(Cc2ccc(C(F)(F)F)cc2)CC1	1	3	0
CCc1ccc(NC(=O)NCCNc2cc(N3CCOCC3)nc(C)n2)cc1	/	0	2
CCN1CCN(C(=O)c2ccc(CSc3nnc(-c4ccco4)n3-c3ccc(C)cc3)cc2)CC1	0	-3	-2
Cc1ccc(S(=O)(=O)N2CCCCC2CC(=O)Nc2ccc(C)cn2)cc1 (centres undefined)	/	7	-1
COc1ccc(C(=O)CSc2ncnc3sc(C)cc23)cc1	/	-5	-9
COc1cc(C=Cc2nc3sc4c(c3c(=O)[nH]2)CCCCC4)cc([N+](=O)[O-])c1O	/	0	-5
COc1ccc(C(=O)Nc2ccccc2C2SCC(=O)N2c2ccccc2C(C)C)cc1 (centres undefined)	-6	-3	-8
Cc1cccc(N2CC(C)Cn3c2nc2c3c(=O)[nH]c(=O)n2C)c1 (centres undefined)	/	0	-10
Cc1ccc(C)c2[nH]c(=O)c(CCNC(=O)c3cccc4ccccc34)cc12	-9	0	-9
O=C(NC1CC1)C1CN(Cc2cc3ccccc3[nH]2)CCN1 (centres undefined)	-11	/	-10
CN1/C(=C\C(C[N+](=O)[O-])c2ccc3c(c2)OCO3)C(C)(C)c2ccccc21 (centres undefined)	/	11	1
COC(=O)CCCC(=O)N1CCCC(CNC(=O)c2cc3ccccc3[nH]2)C1 (centres undefined)	/	8	-7
CCn1c(C)c(C)n2c3c(=O)[nH]c(=O)n(C)c3nc12	-8	4	-5
CCOc1ccc2ccccc2c1CN1CCCC(N2CCCC2=O)C1 (centres undefined)	-6	-5	-2
C=CCNC(=O)NC(=O)COC(=O)C1C(C(=O)OC)=C(C)NC(C)=C1C(=O)OC	/	-2	7
COc1ccc(Cl)cc1C1=N/C(=C/c2ccc(N(C)C)cc2)C(=O)O1	-5	28	-8
CC(NC(=O)c1cccc(Cn2cccn2)c1)c1cccs1 (centres undefined)	/	-2	0
COc1ccc(-c2nc3ccc(C)cn3c2NC(=O)/C=C/c2ccccc2)cc1OC	-7	-4	-6
COCCN(CC(=O)Nc1cc(C(C)(C)C)nn1-c1ccc(OC)cc1)C(=O)c1cc(C(F)(F)F)cc(C(F)(F)F)c1	-5	14	-3
Cn1cc(C(=O)N2CCC(CCO)C2)c(-c2ccccc2Cl)n1 (centres undefined)	/	3&-23	6&-3
CC1SC(=CC#N)NC1=O (centres undefined)	/	5	-5
CC(C)Cc1cc(C(=O)N2CCCC2c2nc(-c3cccnc3)no2)n(C)n1 (centres undefined)	/	-3	3
COc1ccc2c(c1)OCC(Cc1ccc(OC)c(OC(C)=O)c1)C2=O (centres undefined)	11	/	-6
COc1ccc(C(C)N(C)C(=O)C=C(C)C)cc1 (centres undefined)	/	-1	2
CCCNC(=O)CNc1cc(F)c(OC)c(F)c1	/	-6	-16
Cc1ccccc1C1=NOC2CN(S(=O)(=O)c3cccc(Oc4ccccc4)c3)CC12 (centres undefined)	/	9	-6
CCOCCCn1c(SCc2cc3c(cc2Cl)OCO3)nc2cc(C(=O)OCC)ccc21	-6	21	-4
CCOc1ccc(CN2CCN(C(=O)c3ccc[nH]c3=O)CC2)cc1	-9	-1	-4

Complete entries from above. Order of values: mcGAS inh | NPYLR7 ag | hcGAS inh
`O=C(NC1CC1)C1CN(Cc2cc3ccccc3[nH]2)CCN1` (centres undefined) as listed: -11 | / | -10
`CCOc1ccc(CN2CCN(C(=O)c3ccc[nH]c3=O)CC2)cc1` as listed: -9 | -1 | -4

The results go on:
SMILES	mcGAS inh	NPYLR7 ag	hcGAS inh
COc1cccc(Cn2c(C(=O)N3CCN(C(=O)Nc4ccc(C(F)(F)F)cc4)C(C)C3)cc3ccsc32)c1 (centres undefined)	0	-9	6
CCc1cc(-c2cccc3ccnn23)nc(N2CCOCC2)n1	-11	0	-4
COc1ccc2nc(NC(=O)CSc3nc4ccccc4s3)sc2c1	-5	-6	-8
CCC(C)N(CC(=O)N(Cc1ccccc1)Cc1cccn1Cc1cccc(OC)c1)C(=O)c1ccc(OC)cc1OC (centres undefined)	-7	/	-9
O=C(c1ccc2snnc2c1)N1CCN(Cc2cccc(-c3noc(-c4ccco4)n3)c2)CC1	-5	6	-2
C=CCc1cc(-c2nccn2C(C)Cn2cncn2)ccc1O (centres undefined)	/	0	-2
CN(CCC1CCOCC1)C(=O)CC1C(=O)NCCN1Cc1c(F)cccc1Cl (centres undefined)	/	1	-9
CC1CCCN(C(=O)CNC(=O)c2ccccc2Cl)C1 (centres undefined)	/	0	-1
CC(C)(C(=O)N1CCCC(OCc2cccnc2)C1)n1cccc1 (centres undefined)	/	-1	-3
CCNC(=O)NC(=O)C(C)Sc1nnc(N)s1 (centres undefined)	-7	4	-7
CCCCCCc1ccc(C(=O)N2CCC[C@H]2C(=O)OCCc2ccc(OC)c(OC)c2)cc1	-5	-3	-4
CCn1c(SCC(=O)N/N=C\c2ccccc2O)nc2ccccc21	-7	0	-7
O=S1(=O)CCC(n2nc(-c3ccc(Cl)cc3)cc2NS(=O)(=O)c2cnc[nH]2)C1 (centres undefined)	-11	-2	-6
O=[N+]([O-])c1ccc2c(c1)S(=O)(=O)N=C2Nc1ccc(Br)cc1	-3	-15	-1
N#CC(=Cc1ccc(OC(F)F)cc1)C(N)=S	15	14	-6
CCOC(=O)C1(C)CCN1C(=O)c1ccc(C)cc1 (centres undefined)	-6	2	-13
CCc1nc(C)sc1CN1CC2(CCNCC2)CC1C(=O)O (centres undefined)	/	14	-4
CC(NC(=O)c1cc(Br)ccc1O)c1ccccc1 (centres undefined)	/	1	-12
CC(C)N(CC(=O)Nc1nc(CC(=O)O)cs1)C(=O)c1ccc(Cl)cc1	-6	-3	-7
Cc1ccc(Cn2c(CN3CCOCC3)nc3c2c(=O)[nH]c(=O)n3C)cc1	/	-11	1
Cc1ccoc1C(=O)N1CCC(c2n[nH]c(=O)n2Cc2ccccc2)CC1	-1	-4	-1

High-throughput results (PubChem BioAssay)
